Source: PubChem
p53ts 32C tox – cytotoxicity in p53ts cells at permissive temperature; H1299-p53A138V at 32C, ATP luminescence viability, 24 h; Potency, µM (highest dose often 46.1 µM), for inactives: top-dose activity change, negative = cytotoxicity, most hits filed as cytotoxic; hit rate 0.93% among 130,000; AID 924;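 note: 0% = DMSO and -100% = full killing by reference compound; nearly all actives have a fitted effect of over 55% in size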
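H1299-p53 A138V cells (temperature-sensitive p53) exposed 24 h to up to 46 uM compound at 32C, where p53 is wild-type in conformation. Viability read as ATP luminescence and normalised to DMSO and 100 uM tamoxifen. AC50 fitted with the Hill equation.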
p53ts 39C tox – p53ts cell cytotoxicity, nonpermissive temperature; H1299-p53A138V viability at 39C, ATP luminescence, 24 h; Potency, µM (highest dose often 46.1 µM), for inactives: at the top dose activity change, negative = cell killing, actives largely listed as cytotoxic; hit rate 1.5% among 130,000; note: nearly all actives have a fitted effect of over 55% in size
IkB signaling – suppresses IkB signaling in ABC-DLBCL reporter cells. ABC-DLBCL IkBa-CBG/CBR dual luciferase ratio, 4 h; response scale: scaled: untreated 0%, proteasome inhibitor 100%. hit rate 0.04% among 110,000. Potency, µM (titrated, usually from 57.1 µM), inactives show at the highest dose IkBa stabilization activation; active = well fitted curve in the direction sought with a large enough effect in the signal ratio, not every such curve was filed as active; inconclusive = small, poorly fitted or top-dose-only effect, or a change in a side signal; the % refers to the signal ratio;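 note: the direction sought is a rising ratio; 0% = basal untreated cells and 100% = reference inhibitor full response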
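Luminescence ratio of IκBα-fused green versus native red beetle luciferase in OCI-Ly3 cells, 4 h post-doxycycline with compound; red signal alone, scaled from basal (0%) to zero light (-100%), flagged nonspecific or cytotoxic effects.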
Imprint erasure – induces erasure of genomic imprints in mouse ES cells. Potency, µM (series often up to 60.7 µM), inactives show at the top dose activity change, positive = activation, most hits filed as activators. hit rate 0.02% among 110,000. mouse ES Peg3-LacZ reporter, beta-gal luminescence, 40 h. AID 1948;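 note: 0% = negative control wells on the plate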
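Imprint erasure is scored as LacZ activity from the silenced maternal Peg3 allele in feeder-free female ES cells cultured 40 h with LIF. Luminescence is normalized to in-plate negative controls and fitted to the Hill equation.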
The depositor's hits bear a star; ? = inconclusive; . = no result given; [ ] = remark or other dose. Unless noted, calls come from the whole dose curve; as a rule, active = well fitted curve in the direction sought with a large enough effect; inconclusive = small, poorly fitted or top-dose-only effect, or another doubt; inactive = no such curve, though single readings can be large; an effect the other way counts as inactive or inconclusive. Unless noted, % is set by controls: 0 for no effect and ±100 for the full control effect; potency is the fitted concentration of half-maximal effect. Not a hit list, and some 1.8% of all compounds hit somewhere here.

Molecule	p53ts 32C tox	p53ts 39C tox	IkB signaling	Imprint erasure
Cc1ccc(N(CC(O)Cn2c3ccccc3c3ccccc32)S(=O)(=O)c2ccc(F)cc2)cc1 (centres undefined)	24%	?	?	-18%[10.9 µM]
COc1ccc(-c2nc(SCC(=O)NCCCc3ccccc3)n[nH]2)cc1	-6%	-25%	?	-7%[10.9 µM]
CN1CCN(C(c2ccc(F)cc2)c2sc3nc(-c4ccco4)nn3c2O)CC1 (centres undefined)	4%	22%	1.2%	10%[10.9 µM]
O=C(CSc1nnc(Cc2ccccc2)o1)NCCc1ccccc1	1%	3%	0.0%	-14%
Cc1cc(C)n2c(Nc3ccc4c(c3)OCCO4)c(-c3ccc(Cl)cc3)nc2n1	6%	-2%	?	-11%[10.9 µM]
Cc1cc2oc(=O)cc(CN3CCN(Cc4ccccc4)CC3)c2cc1Cl	7%	-6%	-0.7%	-9%
O=C(O)C1=CC(c2ccc(Br)cc2)n2ncnc2N1 (centres undefined)	8%	-8%	-0.1%	-8%[10.9 µM]
CCOCCn1c(CN2CCC(Cc3ccccc3)CC2)nc2c1c(=O)n(C)c(=O)n2C	1%	5%	5.2%	-15%
CCOc1ccc(CNC(=O)CCS(=O)(=O)c2cc3c4c(c2)CCN4C(=O)CC3)cc1	1%	-10%	-0.5%	-4%[10.9 µM]
COC(=O)c1sc(N2C(=O)c3oc4ccc(C)cc4c(=O)c3C2c2ccc(O)c(OC)c2)nc1C (centres undefined)	1%	?	3.6%	3%[10.9 µM]
COc1ccc(C)cc1NC(=O)c1[nH]c(C)c(C(C)=O)c1C	-5%	-4%	2.9%	-5%
Cc1cc(C(=O)OCc2nc3ccccc3s2)c(C)o1	-3%	-3%	-1.8%	-15%
Cc1cc2nc(-c3cccc(NC(=O)COc4ccc(Cl)c(C)c4)c3)oc2cc1C	?	-44%	-0.5%	3%[10.9 µM]
Cc1cc(C)nc(N(C#N)CCOc2ccccc2)n1	-2%	-4%	-1.8%	-12%
CCOC(=O)CNC(=O)c1ccc2[nH]c3c(c2c1)CCCC3	-5%	-10%	-3.1%	-7%
CCN(C(=O)c1ccc(C(=O)N(CC)c2ccccc2C)cc1)c1ccccc1C	8%	16%	?	-8%[10.9 µM]
CCOC(=O)C1CCCN(C(=O)Nc2cccc(Cl)c2)C1 (centres undefined)	1%	7%	-5.3%	-79%[inhibitor]
CCc1ccccc1NC(=O)CSc1nnc(COc2ccccc2Cl)o1	-8%	9%	-1.3%	-16%[10.9 µM]
CCCSc1nnc2c(n1)OC(c1cccs1)Nc1ccc(Br)cc1-2 (centres undefined)	4%	-3%	9.6%	-5%[10.9 µM]
O=C1c2ccccc2C(=O)N1CCn1c(=O)oc2ccccc21	2%	6%	-2.1%	-11%
Cc1ccc(S(=O)(=O)NCCNC(=O)c2ccccc2)cc1	-6%	-1%	-2.8%	-8%
COc1ccc(C(=O)Nc2c(Cl)cc(Cl)cc2C(=O)NCCN2CCOCC2)cc1	3%	14%	.	.
COc1ccc(NC(=O)CSC2=Nc3ccccc3C3=NC(CCC(=O)NCc4ccco4)C(=O)N23)cc1 (centres undefined)	7%	-15%	0.1%	-14%[10.9 µM]
Cc1c(N2C(=O)c3ccc(F)cc3C2=O)c(=O)n(-c2ccccc2)n1C	-9%	12%	.	.
COc1ccc(-c2nc3cc(C)ccn3c2NC(=O)c2cccc(F)c2)cc1	1%	2%	?	-5%[10.9 µM]
Cc1ccc(NC(=O)N2CCc3c([nH]c4ccccc34)C2c2ccccc2F)c(Cl)c1 (centres undefined)	-4%	-10%	?	10%[10.9 µM]
COc1ccc(CCNC(=O)CCc2c(C)nc3nc(C)nn3c2C)cc1OC	1%	-5%	1.2%	-6%[10.9 µM]
CCCSc1ncc(Cl)c(C(=O)N(Cc2ccc(Cl)cc2)Cc2ccco2)n1	-4%	-18%	?	-17%[10.9 µM]
O=C(Cn1nnc(-c2ccc(CN3CCOCC3)cc2)n1)N1CCCc2ccccc21	-1%	-5%	4.1%	.
Cc1ccc(CNC(=O)c2c(-c3ccccc3F)noc2C)o1	9%	-1%	-0.8%	-6%[10.9 µM]

(more compounds)
Molecule	p53ts 32C tox	p53ts 39C tox	IkB signaling	Imprint erasure
COc1ccccc1CCNC(=O)c1ccc2c(c1)c(C)c(C)n2Cc1ccc(Cl)cc1	6%	5%	-5.1%	-13%[10.9 µM]
C=CC(=C)CCC=C(C)C	-13%[1.84 µM]	10%	-1.9%	1%
CCCCc1ccc(NC(=O)C2(C)Cc3ccccc3C(=O)O2)cc1 (centres undefined)	-7%	-30%	?	-11%[10.9 µM]
Cc1ccc(OCCNS(=O)(=O)c2cccs2)cc1	-3%	-10%	-0.4%	-15%
CC1=C(c2ccc(C)cc2)S(=O)(=O)NC1=NCCCN1CCN(c2ccccc2F)CC1	4%	5%	-0.1%	-12%[10.9 µM]
c1ccc(Cn2nnnc2CN2CCCC2)cc1	11%	10%	-0.1%	-6%
COc1ccc(CC(=O)Nc2ccc(-c3nnc(-c4ccc(C)cc4)o3)cc2)cc1	3%	2%	-1.6%	-14%
Cc1cc(C(=O)Nc2cccc(F)c2)c2c(C)nn(-c3cccc(Cl)c3C)c2n1	5%	-10%	?	-7%[10.9 µM]
COc1ccc(C(=O)Nc2cccc(C)c2)cc1S(=O)(=O)N1CCOCC1	10%	-2%	0.4%	18%
COCCN(CCOC)c1nc(C)nc2c1nc(-c1ccccc1)n2CCN1CCOCC1	1%	-5%	.	-1%
CCOc1ccc(C(=O)NC2CCN(S(=O)(=O)CC)CC2)cc1	-3%	11%	-0.1%	-6%
CCCN(c1ccc(C(C)C)cc1)S(=O)(=O)c1ccc2c(c1)CCN2C(=O)CC	0%	11%	?	14%[10.9 µM]
COC(=O)c1c(NC(=O)C2CCC2)sc(C(=O)N(C)C)c1C	-2%	7%	-0.9%	1%
COCCCn1c(SCC(=O)Nc2ccc(C(=O)OC)cc2)nc2ccccc2c1=O	4%	-3%	0.0%	-4%
COc1cc(O)c(C(C)=O)c(OC)c1	11%	11%	.	-9%
COc1ccccc1-n1c(-c2cccnc2)n[nH]c1=S	-5%	7%	?	3%
Cc1nn(-c2ccccc2)c(C)c1NS(=O)(=O)c1ccccc1	9%	3%	-1.0%	-23%
Cc1ccccc1NC(=O)C1CCCN(S(=O)(=O)c2cccc3cccnc23)C1 (centres undefined)	-5%	-2%	3.2%	-8%
CCc1ccccc1NC(=O)CCNS(=O)(=O)c1ccc2c(c1)CCN2C(=O)C1CC1	-6%	-27%	3.2%	-3%[10.9 µM]
O=C(/C=C/c1ccc(Br)cc1)N1CCN(c2cccc(C(F)(F)F)c2)CC1	?	?	.	.
O=S(=O)(c1ccc(Cl)cc1)N1CCSC1c1ccco1 (centres undefined)	-8%	5%	2.4%	-3%
CCOC(=O)c1cccc(NC(=O)C2CCCN2S(=O)(=O)c2cccc3cccnc23)c1 (centres undefined)	-27%	?	-5.9%	-16%
CC1=C(C(=O)OC2CCCC2)C(c2c(Cl)cccc2Cl)CC(=O)N1 (centres undefined)	37%[activator]	-1%	?	9%[10.9 µM]
COc1ccc(-c2nc(C#N)c(NCc3ccc(F)cc3)o2)cc1OC	-13%	-5%	?	-19%
C=CCN1C(=O)C(O)(CC(=O)c2ccccc2)c2ccccc21 (centres undefined)	-2%	6%	0.2%	-20%
COc1ccc(Br)cc1C1NC(=O)c2c(sc3c2CCN(C)C3)N1 (centres undefined)	-4%	4%	3.8%	1%
CN(Cc1ccccc1)C(=O)Cn1ncc2c3ccccc3n(Cc3cccc(Cl)c3)c2c1=O	-4%	-11%	?	-12%[10.9 µM]
CC(C)(C)NC(=O)C(c1ccco1)N(C(=O)c1csnn1)c1ccccc1 (centres undefined)	6%	-5%	0.8%	1%
Cc1noc(/C=C/c2ccccc2F)c1S(=O)(=O)N1CCC(C(=O)N(C)Cc2ccco2)CC1	-12%	-4%	-0.3%	-8%[10.9 µM]
O=C(NCCC1=CCCCC1)c1ccc2c(c1)N(Cc1cccc(Cl)c1)C(=O)c1ccccc1S2=O (centres undefined)	25%	26%	-0.8%	-12%[10.9 µM]

Part of the list above, with two lines to a compound.
Values in the order: p53ts 32C tox | p53ts 39C tox | IkB signaling | Imprint erasure
> O=C(/C=C/c1ccc(Br)cc1)N1CCN(c2cccc(C(F)(F)F)c2)CC1
  ? | ? | . | .
> O=S(=O)(c1ccc(Cl)cc1)N1CCSC1c1ccco1 (centres undefined)
  -8% | 5% | 2.4% | -3%
> CCOC(=O)c1cccc(NC(=O)C2CCCN2S(=O)(=O)c2cccc3cccnc23)c1 (centres undefined)
  -27% | ? | -5.9% | -16%
> CC1=C(C(=O)OC2CCCC2)C(c2c(Cl)cccc2Cl)CC(=O)N1 (centres undefined)
  37%[activator] | -1% | ? | 9%[10.9 µM]
> COc1ccc(-c2nc(C#N)c(NCc3ccc(F)cc3)o2)cc1OC
  -13% | -5% | ? | -19%

(list continues)
Molecule	p53ts 32C tox	p53ts 39C tox	IkB signaling	Imprint erasure
O=c1nc2n(-c3ccccc3F)c3ccccc3cc-2c(=O)[nH]1	1%	29%	-4.8%	-13%[10.9 µM]
COc1ccc(NC(=O)Nc2nnc(N3CCCCCC3)s2)c(OC)c1	11%	-2%	0.9%	-9%[10.9 µM]
Cc1ccc(NC2=NCC(=O)N2Cc2ccccc2)c(C)c1	19%	5%	.	.
O=C(COC(=O)CN1C(=O)c2ccccc2C1=O)Nc1ncc(Cl)cc1Cl	0%	-13%	0.0%	-10%
CS(=O)(=O)N(CC(=O)N1CCN(c2ccccc2F)CC1)c1cc(C(F)(F)F)ccc1Cl	2%	-10%	4.2%	-9%
CC1(CC(=O)O)SC(=O)NC1=O (centres undefined)	2%	-2%	0.0%	-8%
Cc1ccc2c(c1)-c1cc(C)nn1C(c1sccc1C)N2 (centres undefined)	?	?	?	-2%
CCOC(=O)c1ccc(N2C(=O)c3n[nH]c(C)c3C2c2ccc(C(C)(C)C)cc2)cc1 (centres undefined)	-5%	-22%	-1.1%	-4%[10.9 µM]
CCCC(=O)N1CCN(C2=NS(=O)(=O)c3ccccc32)CC1	-6%	9%	2.0%	-3%
COc1ccc(N2CC3=C(C2=O)C(c2ccc(Br)cc2)NC(=O)N3C)cc1 (centres undefined)	-4%	10%	-0.8%	6%[10.9 µM]
S=c1[nH]nc(-c2cc3ccccc3o2)n1Cc1ccccc1	16%	17%	.	.
Cc1ccc(Cn2cc(CCC(=O)NC3CCCCC3)c3ccccc32)cc1	-5%	-20%	?	5%[10.9 µM]
COc1ccc(N(C(=O)COc2ccccc2OC)S(=O)(=O)c2ccc(Cl)cc2)cc1	12%	-12%	?	-10%[10.9 µM]
Cc1ccc(-n2c(SCC(=O)NCc3ccco3)nc3sc(C)c(C)c3c2=O)cc1	1%	-17%	-0.7%	-5%
Nc1nnc(SCCOc2ccccc2)s1	4%	0%	-2.2%	-45%[inhibitor]
CCN(CCCCN1C(=O)c2ccccc2C1=O)c1ccc2c(c1)C(=O)N(C)C2=O	3%	0%	?	-15%
COc1ccc(OC)c(Nc2nc3ccccc3n3c(C)nnc23)c1	4%	30%[activator]	?	2%[10.9 µM]
COc1ccc(CN(CCC(c2ccc3c(c2)OCO3)c2ccccc2OC)C(C)=O)cc1 (centres undefined)	27%	-18%	?	-14%[10.9 µM]
COc1ccc(-n2c(SCC(=O)c3ccccc3)nc3c([nH]c4ccccc43)c2=O)cc1	-4%	0%	-0.3%	-5%[10.9 µM]
O=c1c(-c2ccc(F)cc2)nc2cnc(Oc3ccccc3)nc2n1Cc1cccs1	-1%	10%	1.5%[11.4 µM]	-6%
NCCCCCCN	2%[1.84 µM]	-13%	-0.7%	-9%
CCCCCSc1nnc2c(n1)OC(c1cccn1C)N(C(C)=O)c1ccccc1-2 (centres undefined)	-6%	-15%	2.2%	-9%
CCN(Cc1ccccc1)C(=O)CCCOc1ccccc1	-4%	-2%	0.2%	-7%
Cn1cccc1Cc1nnc(SCC(=O)N2CCCCCC2)n1CCc1ccccc1	-7%	3%	-1.1%	-22%
